MCF10A rereplic – inducers of DNA re-replication in MCF 10A breast cells. MCF 10A DNA re-replication, Hoechst nuclear intensity, 48 h. Potency, µM (titrated, usually from 46.1 µM), without a hit: at the highest dose activity, positive = re-replication, most hits filed as activators. 350,000 tested, 2.9% active. AID 624296; also: potency is read from the fitted curve at half-maximal effect; % of control where 0% means no effect; nearly all actives have a fitted effect of over 50% in size
TGFb inhibitor – TGF-b pathway inhibition; HepG2 CAGA-GFP TGF-b/SMAD3 reporter, GFP fluorescence, 18 h; TGF-beta stimulated, 500 pg/mL final; Potency, µM (doses to about 46.1 µM), for inactives: at the top dose activity, negative = inhibition, hits mostly inhibitors; 410,000 tested, 1.2% active; also: potency is read from the fitted curve at half-maximal effect; % is scaled to controls: 0 for no effect and ±100 for the full control effect; nearly all actives have a fitted effect of over 65% in size
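Inhibition was scored as loss of TGF-beta-induced (500 pg/mL final, 18 hours, 37 degrees C) GFP in HEPG2 cells carrying a CAGA-GFP reporter, in DMEM with 1% FBS. Well GFP was summed per cell; Activity was normalised to unstimulated and stimulated DMSO wells, then concentration-response fitting.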
IL1B secr inh – inhibitors of inflammasome signaling (IL-1 beta secretion) | 360,000 tested, 4.7% active | THP-1 LPS/ATP IL-1B secretion, AlphaLISA, 16 h; hits give low values | activity change, % at 57.5 µM; in the data active = activity change below about -50%; inconclusive = mostly about -30% to -49%; also: % is scaled to controls: 0 for no effect and ±100 for the full control effect
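Secreted IL-1B measured by AlphaLISA bead assay after 16 h compound exposure of THP-1 cells; compounds (final up to 57.5 uM) added 1 h before LPS (250 ng/mL) and ATP (1.25 mM) stimulation; lower signal means less secretion.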
Nrf2 inh – blocks Nrf2 signaling. A549 ARE-Fluc reporter, luciferase luminescence, 18-24 h. Potency, µM (titrated, usually from 46 µM), for the others: at the top dose activity change, negative = inhibition, most hits filed as inhibitors. 360,000 tested, 2.1% active. AID 504444; also: potency is read from the fitted curve at half-maximal effect; % is scaled to controls: 0 for no effect and ±100 for the full control effect; nearly all actives have a fitted effect of over 60% in size
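Nrf2 activity is the BugLite luminescence, read 15 min after reagent at room temperature, following CellTiter-Fluor cytotoxicity readout (30 min, 37C). Compound titrations were applied for 18-24 h to 5000 A549 ARE_Fluc cells/well in 5% FBS OPTI-MEM.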
ATXN2 expr inh – reduces ATXN2 reporter expression in HEK-293 cells. 360,000 tested, 0.72% active. HEK-293 ATXN2-luciferase reporter, luminescence, 24 h. AID 1745845. Potency, µM (top dose mostly 57 µM), without a hit: at the highest dose activity change, negative = inhibition, most hits filed as inhibitors; also: potency is read from the fitted curve at half-maximal effect; % is scaled to controls: 0 for no effect and ±100 for the full control effect; nearly all actives have a fitted effect of over 55% in size
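ATXN2-luciferase reporter cells (luciferase flanked by upstream and downstream ATXN2 gene portions) were treated 24 h at 37 °C with compounds at up to 57 uM. SteadyGlo luminescence gave expression; GF-AFC fluorescence gave viability.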
Nrf2 activator – activates Nrf2 signaling; AREc32 ARE-luciferase reporter (MCF7-derived line), luminescence, 24 h; Potency, µM (highest dose often 46.1 µM), for inactives: top-dose activation, hits mostly activators; 410,000 tested, 0.31% active; AID 624171; also: potency is read from the fitted curve at half-maximal effect; % of control where 0% means no effect; nearly all actives have a fitted effect of over 65% in size
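AREc32_Fluc, 1000 cells/well, OPTI-MEM + 5% FBS, o/n 37 deg C 5% CO2; 23 nL cpd by pin tool, 24 hr; Steady-Glo 30 min RT, luminescence.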
HepG2 viability – HepG2 cytotoxicity, counter-screen for TGF-b inhibitors. HepG2 CAGA-GFP viability, ATP luminescence, 18 h. AID 588856. Potency, µM (top dose mostly 46.1 µM), inactives show at the top dose activity change, negative = cytotoxicity, actives largely listed as cytotoxic. 410,000 tested, 0.76% active; also: potency is read from the fitted curve at half-maximal effect; some results filed as inactive show a strong effect at the top dose
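CellTiter-Glo luminescence gave cytotoxicity after 18 hours at 37 degrees C. The cells were HepG2 CAGA-GFP in 1% FBS DMEM, stimulated with 500 pg/mL TGF-beta after compound addition. %Activity was normalised to no-cell wells (complete cell-killing) and DMSO (no toxicity), and curves were fitted and classified.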
S2 tox – viability counter-screen for ATXN expression inhibitors; S2 cells (HEK-293 line with an ATXN2-luciferase reporter) viability, CellTiter-Fluor protease fluorescence, 24 h; Potency, µM (titrated, usually from 56.7 µM), hits mostly cytotoxic; 400,000 tested, 0.49% active; also: potency is read from the fitted curve at half-maximal effect; nearly all actives have a fitted effect of over 40% in size
A549 tox – counter-screen for Nrf2 inhibitors: cytotoxicity in A549 cells; 390,000 tested, 0.16% active; Potency, µM (doses to about 46 µM), for inactives: at the top dose activity change, negative = cytotoxicity, usual class: inhibitors; A549 ARE-Fluc cells, CellTiter-Fluor viability, 18-24 h; AID 504648; also: potency is read from the fitted curve at half-maximal effect; % is scaled to controls: 0 for no effect and ±100 for the full control effect
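A549 ARE_Fluc cells in 5% FBS OPTI-MEM were exposed to compounds in concentration-response for 18-24 h at 37 deg C. Viability was read by CellTiter-Fluor fluorescence (Ex 405/Em 525) after 30 min, before the luciferase read.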
Active calls of the source: *; i = inactive; ? = inconclusive; . = not tested or not shown; [ ] = another dose, or the depositor's remark. Unless noted, calls follow the shape of the dose curve; as a rule, active = well fitted curve in the direction sought with a large enough effect; inconclusive = small, poorly fitted or top-dose-only effect, or another doubt; inactive = no such curve, though single readings can be large; an effect the other way counts as inactive or inconclusive.

Sample of the layout:
Under each structure: MCF10A rereplic | TGFb inhibitor | IL1B secr inh | Nrf2 inh | ATXN2 expr inh | Nrf2 activator | HepG2 viability | S2 tox | A549 tox
[1] C=CCn1c(=O)c2ccccc2n2c(SCc3nc(N)nc(Nc4ccccc4C)n3)nnc12
 : 2% | -9% | -24 | 1% | 14% | 2.7% | -14% | i | -1%[1.84 µM]
[2] CNC(=O)CN(C1CCCCC1)S(=O)(=O)c1ccc(OC)c(Cl)c1
 : 2% | -6% | -13 | . | -13% | 0.3% | -4% | i | 1%

Main list, from the first entry:
Under each structure: MCF10A rereplic | TGFb inhibitor | IL1B secr inh | Nrf2 inh | ATXN2 expr inh | Nrf2 activator | HepG2 viability | S2 tox | A549 tox
[1] C=CCn1c(=O)c2ccccc2n2c(SCc3nc(N)nc(Nc4ccccc4C)n3)nnc12
 : 2% | -9% | -24 | 1% | 14% | 2.7% | -14% | i | -1%[1.84 µM]
[2] CNC(=O)CN(C1CCCCC1)S(=O)(=O)c1ccc(OC)c(Cl)c1
 : 2% | -6% | -13 | . | -13% | 0.3% | -4% | i | 1%
[3] O=[N+]([O-])c1ccc(CSc2ncnc3c2ncn3[C@@H]2O[C@H](CO)[C@@H](O)[C@H]2O)cc1
 : ? | 1% | -24 | -29% | 1% | 0.3% | -33% | i | -1%
[4] C=C1CC(C(=O)N/N=C/c2ccccc2)C1
 : -3% | 1% | 9 | 12% | 4% | -0.1% | 0% | ? | -2%
[5] COc1cc(/C=N/NC(=O)C(=O)NCc2ccco2)ccc1O
 : 5% | 3% | 12 | 2% | -5% | 2.9% | 1% | . | 2%
[6] CCC(CC)c1nn2c(=O)cc(COc3ccc(NC(=O)c4ccc(Cl)cc4)cc3)nc2s1
 : . | -29% | . | 5% | 3% | -1.2% | 7% | i | -3%
[7] Cc1cc(C)c2c3c(sc2n1)C(=O)N(Cc1ccccc1)CC(=O)N3
 : 0% | 0% | ? | 6% | . | -0.7% | -17% | . | -6%
[8] S=C1NC(C23CC4CC(CC(C4)C2)C3)=CC(c2ccc3c(c2)OCO3)N1 (stereo unspecified)
 : 11% | 12% | 25 | 11% | -10% | -0.1% | 2% | i | 4%
[9] Cc1cccc(NC(=O)CN(C)S(=O)(=O)c2ccc(-c3ccc(=O)[nH]n3)s2)c1C
 : 7% | 0% | -10 | 10% | -3% | 3.1% | -7% | i | 11%
[10] COCCN(C(=O)CCC(=O)Nc1cc(C)on1)C(C(=O)NC1CCCC1)c1ccc(C)cc1 (stereo unspecified)
 : -3% | -6% | -19 | -28% | -14% | 2.0% | -7% | i | 6%
[11] COc1ncnc2c1ncn2CCCNCC(C)c1ccccc1 (stereo unspecified)
 : . | 3% | -9 | . | -7% | -0.5% | -3% | i | .
[12] COc1ccc(-c2ccc(C(=O)NC(C)C)c3occc23)c(C)c1
 : . | -11% | -7 | . | ? | 0.1%[9.22 µM] | -53% | ? | .
[13] CCN(CC(=O)Nc1ccc(NC(C)=O)cc1)C(=O)/C=C/c1cn(-c2ccccc2)nc1-c1ccc(F)cc1
 : 10% | ? | 16 | -7% | -32% | 0.0% | -8% | ? | -11%
[14] CSCCC1C(C#N)=C(N)Oc2n[nH]c(-c3cccs3)c21 (stereo unspecified)
 : ? | 1% | -13 | 10% | 3% | ? | 5% | i | -6%
[15] O=C(N[C@H]1C/C=C\C(c2cccc(F)c2)N(Cc2ccccc2)C(=O)C1)OCC1c2ccccc2-c2ccccc21 (stereo partly specified)
 : 25% | -7% | -10 | 11% | 20% | 3.7% | -22% | i | -1%
[16] CC(C(=O)c1c[nH]c(C(N)=O)c1)c1ncc(C(F)(F)F)cc1Cl (stereo unspecified)
 : 0% | 2% | 20 | 20% | ? | 0.1% | 5% | ? | 4%
[17] CCc1cc(=O)oc2c(CN3CCN(C)CC3)c(O)ccc12
 : -3% | 2% | 13 | 0% | -19% | -1.1% | 2% | . | -1%
[18] CC(=O)Nc1ccc(NC(=O)C(C)OC(=O)/C=C/c2ccc3c(c2)OCO3)cc1 (stereo unspecified)
 : 0% | 1% | -1 | 3% | 4% | 0.3% | -17% | i | -11%
[19] CCn1nc(C)c(CN2CCC(n3nccc3NC(=O)c3ccccc3OC)CC2)c1C
 : 9% | 6% | 12 | 11% | 7% | 0.1% | 4% | i | -4%
[20] c1ccc(COc2ncnc3c2ncn3CCCNCC(c2ccccc2)c2ccccc2)cc1
 : . | 16µM* | -94* | . | ? | -6.7% | 11µM* | . | .
[21] COC(c1ccccc1)c1nnc(CCC(=O)N2CCN(C3CCCC3)CC2)o1 (stereo unspecified)
 : 0% | 0% | -5 | -1% | 3% | 0.0% | -49% | i | -1%
[22] c1ccc2c(c1)Cc1cc(CN3CCOCC3)ccc1-2
 : 21% | 11% | -11 | ? | 47%[activator] | 0.3% | 1% | i | 7%
[23] Cc1ccccc1OCCCc1c(C)n[nH]c1C
 : -1% | 0% | 9 | -13% | 7% | 2.5% | -5% | i | 1%
[24] Cc1cccc(NC(=O)CN2CCN(C(=O)CN3C(=O)NC4(CCCCC4C)C3=O)CC2)c1C (stereo unspecified)
 : -1% | -13% | 2 | ? | -1% | -0.6% | -4% | i | 0%
[25] CCC(=O)N1c2ccccc2CC1C(=O)NCCc1ccccc1OC (stereo unspecified)
 : . | -5% | . | . | 2% | 0.1% | -14% | i | 0%
[26] O=C(NCc1ccco1)c1ccc(COCC(F)(F)F)cc1
 : -2% | -8% | -10 | 1% | -4% | -0.2% | 0% | i | 0%
[27] CCOC(=O)N1CCC(Nc2c(-c3ccc(C)cc3)c(=O)c2=O)CC1
 : 12% | -6% | 5 | -4% | 3% | -1.0% | -11% | i | -4%
[28] Cc1ncsc1CCOC(=O)C12CC3CC(CC(C3)C1)C2
 : 22% | -2% | 8 | 10% | 0% | -0.7% | -29% | i | -12%
[29] O=C(NC(=S)NNS(=O)(=O)c1ccccc1)c1cccnc1
 : 7% | -6% | 18 | 17% | 0% | 1.3% | -7% | i | 2%
[30] CC1CCCCN1S(=O)(=O)c1ccc(C(=O)Nc2nnc(-c3ccncc3)o2)cc1 (stereo unspecified)
 : ? | ? | 10 | ? | ? | -0.1% | -31% | i | -6%
[31] Nc1nnnn1/N=C/c1ccc(N2CCCCC2)c([N+](=O)[O-])c1
 : ? | 5% | -7 | 13% | 31%[activator] | 5.5% | 0% | i | -1%
[32] COCCNC(=O)C1(C)CCCN(C(=O)c2ccc(C(=O)OC)cc2)C1 (stereo unspecified)
 : . | 12% | 25 | . | -4% | 0.1%[9.22 µM] | 2% | i | .
[33] CCOC(=O)N1CCN(S(=O)(=O)c2c(C)[nH]c(=O)[nH]c2=O)CC1
 : -8% | 15% | 0 | 3% | -10% | 0.2% | -4% | i | -1%
[34] CN(C)c1ccc(P(=O)(Nc2ccccc2)N2CCOCC2)c(NC(=O)c2cccs2)c1 (stereo unspecified)
 : 4% | -2% | 1 | 14% | 21% | 6.1% | -23% | ? | -5%
[35] O=C(O)c1ccccc1-c1ccccc1C(=O)Nc1ccc2c(c1)CCC2
 : 0% | 13% | 13 | 6% | -16% | -0.2% | -64% | i | 1%
[36] CCOc1ccc(CN2CCNC(=O)C2CC(=O)NCCc2ccccn2)cc1 (stereo unspecified)
 : -13% | 8% | -25 | 9% | 11% | 0.0%[9.22 µM] | -2% | i | 3%
[37] CCn1c(=O)cc(OCC(=O)Nc2ccccc2C#N)c2ccccc21
 : 12% | 13% | 0 | -16% | 2% | 21% | -11% | i | 6%
[38] COC(=O)c1ccc(C2c3c(oc4ccc(C)cc4c3=O)C(=O)N2Cc2ccc3c(c2)OCO3)cc1 (stereo unspecified)
 : . | ? | . | 4% | -1% | 0.3% | -39% | i | -8%
[39] Cc1ccc(S(=O)(=O)N2CCCN(S(=O)(=O)c3ccc(C)cc3)CC2)cc1
 : 15% | 21% | 0 | -16% | -35% | 0.1% | -24% | i | -2%
[40] CCS(=O)(=O)N1CCC2(CC1)OCCN2S(=O)(=O)c1ccc(OC)cc1
 : 0% | -6% | 16 | 10% | -6% | -0.1% | -31% | i | 10%
[41] COc1cc(C2C(C#N)=C(C)NC3=C2C(=O)c2ccccc23)cc(OC)c1OC (stereo unspecified)
 : 3% | ? | 50 | -7% | -8% | 3.2% | -32% | ? | ?
[42] Cc1ccc(-n2c(=O)c3oc4ccccc4c3n(CC(=O)Nc3ccccc3)c2=O)cc1C
 : . | -28% | . | ? | . | 0.7% | -21% | . | -8%
[43] Clc1ccc(-c2cc(CN3CCCCC3)no2)cc1Cl
 : 20% | 0% | -14 | 26% | 23% | 3.1% | -7% | i | -3%
[44] Cc1ccc(-c2ccc(/C=N/n3cnnc3)o2)cc1Cl
 : -3% | -1% | -28 | -21% | -7% | 0.4% | -16% | i | -1%
[45] O=C(O)c1c2c(nc3ccc(Cl)cc13)CCC2
 : 2% | ? | 26 | 5% | -17% | 0.4% | -5% | . | 0%
[46] CCCCCCn1nnc2sc(-c3ccccc3)cc2c1=O
 : . | -20% | . | 13% | 5% | 12% | -3% | i | 1%
[47] CC(Sc1n[nH]c(N)n1)C(=O)Nc1cccc2ccccc12 (stereo unspecified)
 : 4% | 12% | 8 | -27% | -2% | 3.1% | -22% | i | -5%
[48] COCCCNC(=O)CNC(=O)c1nn(-c2ccc(OC)cc2)c(=O)c2ccccc12
 : -1% | 0% | 17 | 4% | -8% | 0.1% | 7% | i | -5%
[49] CCN(CC(=O)Nc1c(F)cccc1F)C(=O)C1CCN(C(=O)Nc2ccccc2)CC1
 : -5% | -5% | 8 | 16% | 9% | -0.2% | 2% | i | 7%
[50] Cc1cccc(OCC(=O)Nc2ccc3c(C)cc(=O)oc3c2)c1
 : 8% | -14% | 0 | -9% | -3% | 0.6% | -1% | i | -2%
[51] CC(O)CNc1nc2c(c(=O)n(C)c(=O)n2C)n1Cc1cccc(Br)c1 (stereo unspecified)
 : ? | -28% | -30 | 16µM* | 1% | 0.7% | -41% | i | -13%
